GAA spleen mod: lysosomal alpha-glucosidase (human) modulation; P10253; 240,000 compounds, 0.006% hits; Potency, µM (highest dose often 79.9 µM), for inactives: at the top dose activity change, negative = inhibition, actives largely listed as inhibitors; human spleen homogenate, 4-MU-alpha-glucoside fluorescence;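 also: potency is read from the fitted curve at half-maximal effect; 0% = enzyme with vehicle and -100% = no enzyme basal signal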
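Compounds were titrated against alpha-glucosidase in spleen homogenate at pH 5.0, with 1 mM 4-methylumbelliferyl substrate for 40 min at 37 C. Reactions were quenched with pH 10 NaOH/glycine and fluorescence measured.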
HTT cytoprotect: Huntington cell model cytoprotection by ATP luminescence | PC12 HTT-Q103 induced, cytoprotection, ATP luminescence, 40 h | Potency, µM (series often up to 56.4 µM), without a hit: cytoprotection (ATP increase), actives largely listed as activators | 230,000 compounds, 0.14% hits | AID 1471;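 also: potency is read from the fitted curve at half-maximal effect; % of control where 0% means no effect; nearly all actives have a fitted effect of over 45% in size; toxic huntingtin expression switched on by the ecdysone agonist tebufenozide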
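Quantitative HTS on tebufenozide-induced (100 nM) PC12 cells expressing HTTQ103 exon 1–GFP; compounds tested as a concentration series; survival measured via cellular ATP.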
Lamin A splicing: modulators of lamin A splicing. HeLa LMNA splicing GFP/RFP minigene ratio, 48 h. 200,000 compounds, 0.01% hits. Potency, µM (top dose mostly 46.1 µM), without a hit: at the highest dose ratio change, negative = inhibition, most hits filed as inhibitors; active = well fitted inhibition curve with a large enough effect in the signal ratio, with a control signal flat, not every such curve was filed as active; inconclusive = small, poorly fitted or top-dose-only effect, or effect the other way, or a change in a side signal; the % refers to the signal ratio; also: potency is read from the fitted curve at half-maximal effect; % is scaled to controls: 0 for no effect and ±100 for the full control effect
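Read-out is the ratio of GFP to DsRed2 object intensity, acquired by 488 nm laser-scanning cytometry on HeLa lamin A-EGFP minigene reporter cells. Compound incubation 48 hrs at 37 °C in Opti-MEM with 2% FBS; DMSO 0.5% final.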
HTT aggregate: mutant huntingtin aggregation inhibition. PC12 HttQ103-GFP aggregates, Acumen cytometry, 40 h. AID 1688. Potency, µM (top dose mostly 46.1 µM), for inactives: top-dose activity change, negative = inhibition, actives largely listed as inhibitors. 220,000 compounds, 1.1% hits; also: potency is read from the fitted curve at half-maximal effect; % is scaled to controls: 0 for no effect and ±100 for the full control effect; nearly all actives have a fitted effect of over 60% in size
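Ecdysone-promoter PC12 model expressing HTT exon 1 Q103 fused to GFP, induced by tebufenozide at 100 nM final. Compounds titrated; aggregates sized 1–25 µm scored on a 488 nm laser cytometer.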
CBFb RUNX1 block: blocks binding between human CBF-beta and RUNX1. 230,000 tested, under 10 active. AID 1477. AlphaScreen CBFb-His/RUNX1-biotin binding, biochemical. Potency, µM (doses to about 59.8 µM), without a hit: at the top dose activity, negative = inhibition, actives largely listed as inhibitors. Q01196+Q13951; also: % of control where 0% means no effect
Target sequence (Q01196 whole entry, looked up): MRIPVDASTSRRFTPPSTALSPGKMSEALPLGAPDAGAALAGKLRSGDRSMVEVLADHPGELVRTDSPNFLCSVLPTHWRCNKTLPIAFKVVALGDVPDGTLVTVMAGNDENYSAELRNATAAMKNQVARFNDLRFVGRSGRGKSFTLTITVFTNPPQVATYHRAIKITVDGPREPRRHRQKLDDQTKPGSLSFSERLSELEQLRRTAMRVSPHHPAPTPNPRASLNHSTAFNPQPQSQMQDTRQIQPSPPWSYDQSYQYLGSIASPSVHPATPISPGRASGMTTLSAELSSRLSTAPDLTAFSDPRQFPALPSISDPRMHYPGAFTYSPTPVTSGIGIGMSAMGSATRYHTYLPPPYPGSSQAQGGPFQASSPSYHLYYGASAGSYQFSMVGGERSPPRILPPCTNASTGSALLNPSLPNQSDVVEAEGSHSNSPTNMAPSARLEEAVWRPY
Target sequence (Q13951 whole entry, looked up): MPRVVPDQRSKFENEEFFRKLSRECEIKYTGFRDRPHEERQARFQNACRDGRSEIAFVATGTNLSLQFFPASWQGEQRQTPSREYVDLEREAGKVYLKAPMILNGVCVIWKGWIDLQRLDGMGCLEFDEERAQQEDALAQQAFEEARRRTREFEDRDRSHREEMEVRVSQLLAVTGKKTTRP
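CBF-beta (His) and RUNX1 (biotin), 30 nM each; 20 min preassociation; + compound, 15 min; + beads 50 ng each (Ni, streptavidin), 90 min; RT; AlphaScreen read.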
GAA inh: inhibitors of human lysosomal alpha-glucosidase. 200,000 compounds, 0.005% hits. P10253. purified human GAA, 4-MU-alpha-glucoside fluorescence. Potency, µM (highest dose often 76.9 µM), without a hit: at the highest dose activity change, negative = inhibition, actives largely listed as inhibitors. AID 1466;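 also: potency is read from the fitted curve at half-maximal effect; plate controls were uninhibited enzyme wells for no effect and no-enzyme background for full effect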
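Enzyme (4 nM final) mixed with compound (up to 77 uM), then 4-MU-alpha-D-pyranoside (400 uM final) added; 20 min at room temperature, pH 5.0. Reaction stopped at pH 10, fluorescence read, AC50 derived by Hill fit.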
GAA glycogen: alters human alpha-glucosidase cleavage of glycogen; 300,000 compounds, 0.38% hits; recombinant GAA, glycogen substrate, Amplex Red glucose oxidase fluorescence; Potency, µM (highest dose often 76.4 µM), inactives show top-dose activity change, negative = inhibition, actives largely listed as inhibitors;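 also: potency is read from the fitted curve at half-maximal effect; 0% = full enzyme reaction and -100% = no-enzyme basal signal; the screen sought inhibitors and activators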
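Recombinant human enzyme (4 nM); glycogen substrate; 37 C, 40 min, pH 5.0. Readout: coupled glucose oxidase/Amplex Red fluorescence.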
* marks the source's active call; other numbers are inactive results; ? = inconclusive; nt = not tested or not shown; & = joins results of further samples; [ ] = remark or other dose. Unless noted, calls follow the shape of the dose curve; as a rule, active = well fitted curve in the direction sought with a large enough effect; inconclusive = small, poorly fitted or top-dose-only effect, or another doubt; inactive = no such curve, though single readings can be large; an effect the other way counts as inactive or inconclusive.

SMILES	GAA spleen mod	HTT cytoprotect	Lamin A splicing	HTT aggregate	CBFb RUNX1 block	GAA inh	GAA glycogen
Cc1nnc(NC(=O)c2ccc(S(=O)(=O)N3CCOCC3)cc2)s1	4%	26%[10 µM]	nt	0%[9.22 µM]	2%	nt	-4%
COc1ccc(OCCCC(=O)Nc2ccc(N3CCCCC3)cc2)cc1	-3%	9%[10 µM]	-10%	17%	-18%	0%	11%
CC(=O)N1CCc2cc(S(=O)(=O)N3c4ccccc4CC3C)ccc21 (stereo not drawn)	-3%	-39%[inhibitor]	?	-19%	2%	-3%	8%
N#C/C(=C(/O)c1ccc([N+](=O)[O-])o1)c1nc2ccccc2[nH]1	3%	40%[10 µM]	nt	4%[9.22 µM]	12%	nt	-4%
CCOC(=O)N1C2=NC(C(=O)OC)=C(C(=O)OC)[C@@H]3Nc4ccccc4[C@]23C[C@H]1C(=O)OC	7%[17.4 µM]	-7%&-2%[10 µM]	7%[9.22 µM]	18%[9.22 µM]	5%[13.1 µM]	nt	1%
O=C(NC(=S)Nc1cccc(O)c1)c1ccco1	-3%	5%[10 µM]	5%[46 µM]	-11%[9.22 µM]	-8%	-6%	4%
CCCCNc1oc(-c2cccs2)nc1S(=O)(=O)c1ccccc1	0%	23%	?	?	-3%	-15%	-3%
CC1(C)CC2CC(C)(CN2S(=O)(=O)c2ccc(C(=O)Nc3cc(S(=O)(=O)N4CCOCC4)ccc3Cl)cc2)C1 (stereo not drawn)	-3%	18%[10 µM]	?	-10%	6%	4%	4%
O=C1CN(C(=O)CN2CCCC2)C(c2ccccc2)c2cc(Br)ccc2N1 (stereo not drawn)	-2%	4%[0.074 µM]	1%	0%	7%	-2%	2%
CCOC(=O)C1CCN(c2nc(-c3ccc(Br)cc3)nc3ccccc23)CC1	-3%	-76%[inhibitor]	?	-31%	11%	-7%	3%
CC(C)CN(/C=N/c1sc2c(c1C#N)CCCCC2)CC(C)C	-5%	5%	15%	?	0%	?	0%
CCc1ccc(NC(=O)c2ccc3c(c2)C(=O)N(CCOC)C3Nc2ccc(CC)cc2)cc1 (stereo not drawn)	-4%	nt	4%	?	3%[2.36 µM]	0%	8%
O/N=C1/CCSc2ccccc21	0%	-9%	-1%	-8%	5%	1%	7%
COc1cccc(NC(=O)Nc2nnc(-c3ccccc3SCc3ccccc3)s2)c1	-2%	-5%	0%	-4%	-4%	6%	4%
COC1=C(N)C(=O)c2nc(-c3nc(C(=O)O)c(C)c(-c4ccc(OC)c(OC)c4O)c3N)ccc2C1=O	-3%	nt	?	nt	-6%	2%[15.4 µM]	-3%
O=C(C(Cc1ccccc1)N1C(=O)C2C3CCC(C3)C2C1=O)N1CCCCC1 (stereo not drawn)	-15%	-24%	10%	3%	1%	7%	0%
CN(C)c1ccc(/C=N\NC(=O)c2csnn2)cc1	-2%	-44%[inhibitor]	-7%	9%	0%	-6%	-3%
Cc1nc([N+](=O)[O-])c(Br)n1CC(=O)c1cccc([N+](=O)[O-])c1	2%	-60%[inhibitor][10 µM]	-2%[9.22 µM]	?	-6%	3%	1%
Cc1cc(-c2nnc(SCC(=O)Nc3ccccn3)o2)no1	9%	-8%	16%[46 µM]	-1%	-5%	-2%	5%
Cc1ccc(C(c2nnnn2CCC(C)C)N2CCN(C)CC2)cc1 (stereo not drawn)	0%	-20%[10 µM]	-8%	8%	3%	-6%	7%
CCCNC(=O)c1nc(C)n(-c2cc(Cl)ccc2Cl)n1	2%	-23%	-10%[46 µM]	0%	-3%	-6%	-14%
COc1cc2cc(C(c3nnnn3C(C)(C)C)N3CCc4ccccc43)c(=O)[nH]c2cc1OC (stereo not drawn)	0%	-40%[10 µM]	8%	21%	-15%	-7%	-23%
COc1cccc(/C=N/NC(=O)CC(=O)NCCc2ccc(OC)c(OC)c2)c1	3%	17%[10 µM]	-11%	-11%	12%	2%	1%
O=C(O)CC1S/C(=N/N=C/C=C/c2ccccc2[N+](=O)[O-])NC1=O (stereo not drawn)	-5%	nt	4%	-3%	-9%	3%	7%
CC(=O)c1c(C)[nH]c(C)c1C(C)=O	4%	-2%	-1%	-8%	-5%	-4%	-14%
COc1ccc(/C=C/C(=O)N2CCN(c3ccccn3)CC2)c2ccccc12	0%	24%[10 µM]	-11%[46 µM]	-18%	-8%	-6%	1%
Cc1ccc(N(Cc2ccc(C(=O)NN=C3CCN(C)CC3)cc2)S(C)(=O)=O)cc1C	-4%	27%[10 µM]	-10%	-17%	-6%	-8%	3%
CCOc1ccc(-c2nc[nH]c2[N+](=O)[O-])cc1	0%	-29%	?	15%	-1%	1%	8%
O=S(=O)(c1cccc(-c2n[nH]c(=S)n2C2CCCC2)c1)N1CCOCC1	-2%	nt	14%[9.22 µM]	-16%	6%	5%	-6%
Cc1ccc2c(c1)N(CCC(=O)NCCN1CCOCC1)C(=O)CO2	-2%	19%	-1%	13%	-3%	?	10%
CCCCN(C)CCCNC(=O)c1ccc(N2CCCC2=O)cc1	-6%	4%	2%[0.0737 µM]	-11%	-4%	-3%	2%
Cc1ccccc1C(=O)NCCN1CCOCC1	-1%	28%[10 µM]	14%[46 µM]	16%[9.22 µM]	8%	5%	13%
O=C(CCN1C(=O)S/C(=C/c2ccc(Cl)cc2)C1=O)N1CCOCC1	-9%	-16%[10 µM]	-12%	-2%	9%	-2%	8%
Cc1ccc(NC2=NC(=S)N(CC#N)C23CCCCC3)cc1	-16%	6%[10 µM]	-6%	-6%	12%	-1%	2%
c1ccc(OCc2nnc3n2N=C(c2ccccc2)CS3)cc1	4%	7%	24%[9.22 µM]	4%	5%	-4%	-8%
COC(=O)CSc1nnc(CNC(=O)c2ccc(S(=O)(=O)N3CCOCC3)cc2)n1C	0%	-15%	-13%[9.22 µM]	-3%	3%	0%	2%
Cc1onc(-c2c(F)cccc2Cl)c1C(=O)NC(=S)NC1CCS(=O)(=O)C1 (stereo not drawn)	3%	-14%[0.074 µM]	-9%	13%	-1%	-2%	-1%
Cc1cc(C)cc(C(=O)NCC(=O)OCC(=O)NCc2ccco2)c1	-6%	-2%	?	8%	9%	0%	-7%
CNC(=S)NNC(=O)c1noc(C)c1C(=O)N1CCN(C(c2ccccc2)c2ccccc2)CC1	0%	7%	nt	-9%	3%	-1%	-3%
Cc1ccc(CCNC(=O)CN(C)S(=O)(=O)c2cnc[nH]2)cc1	-7%	-17%[10 µM]	-14%	-14%	-3%	3%	-4%
Cc1cc(C)c2c(c1)NC(=O)C2(O)CC(=O)c1cccs1 (stereo not drawn)	-5%	-8%	1%	0%	5%	-2%	4%
COc1ccc(/C=C/C=N/NC(=O)COc2ccc(OC)cc2)cc1	-6%	nt	6%	-21%	5%	1%	2%
C/C=C/C(=O)N1c2ccc(C)cc2C(C)=CC1(C)C	-1%	11%[10 µM]	nt	-8%[9.22 µM]	6%	nt	-2%
CCCCN1C(=O)C(=O)N(CC(=O)NC2CCCc3ccccc32)C1=O (stereo not drawn)	1%	-10%	7%[46 µM]	3%	23%	12%	16%
Cc1ccc(C(=O)Nc2ccn(Cc3ccc(F)cc3)n2)o1	6%	18%[10 µM]	0%	-11%	1%	-4%	15%
Cc1ccc(NC(=O)CC(O)(C(F)(F)F)C(F)(F)F)c(Br)c1	-2%	-2%	6%	-31%	15%	-6%	-3%
CCOC(=O)c1ccccc1N=N/C(C(C)=O)=C(/C)O	-2%	nt	7%	11%	-4%	-2%	2%
C/C(=N/NC(=O)CN1CCN(S(=O)(=O)c2ccc(Br)cc2)CC1)c1ccncc1	-4%	14%[10 µM]	nt	8%[9.22 µM]	3%	nt	-1%
CCN1C(=O)S/C(=C/c2cn(C)c3ccccc23)C1=O	-4%	-18%[10 µM]	-5%	-15%	-11%	5%	-7%
CCCCSc1nnc(-c2ccc(NC(C)=O)cc2)n1C	4%	26%[10 µM]	-10%	-25%	-4%	-7%	-6%

Next part.
SMILES	GAA spleen mod	HTT cytoprotect	Lamin A splicing	HTT aggregate	CBFb RUNX1 block	GAA inh	GAA glycogen
Cc1cccc(S(=O)(=O)c2c(N)n(-c3ccccc3)c3nc4ccccc4nc23)c1	8%	nt	23%	17%	10%	?	2%
Cc1ccc(C2Nc3cccc4cccc(c34)N2)s1	-1%	15%[10 µM]	-10%	12%	-9%	-1%	-8%
Cc1oc(-c2ccccc2F)nc1CS(=O)(=O)CC(=O)N1CCc2ccccc21	-18%	-9%[10 µM]	5%	-6%	10%	-2%	1%
COc1ccc(-c2cnnc(N/N=C/c3ccc(C)o3)n2)cc1	-1%	?	13%[46 µM]	13%	2%	4%	2%
O=C(O)c1cccc(-c2nnn(Cc3ccccc3Cl)n2)c1	1%	-36%[10 µM]	-1%	3%	-1%	-3%	-5%
CCCn1nnnc1NC(=O)c1ccc2ccccc2c1	5%	15%[10 µM]	?	-15%	?	2%	0%
COc1cc2c(cc1OC)C1=C(C#N)CN(CC(=O)O)CN1CC2	4%	-14%	-3%	-27%	-10%	1%[15.4 µM]	-13%
CCCS(=O)(=O)N1CCCC(C(=O)NC2CCCC(C)C2C)C1 (stereo not drawn)	10%	7%[10 µM]	-10%	5%	16%	?	3%
COc1ccccc1NC(NC(=O)c1ccco1)C(=O)c1ccccc1 (stereo not drawn)	-5%	-6%	11%	9%	-11%	-15%	-11%
CC(C)OCCCNc1nc2c(c(=O)n(Cc3ccccc3F)c(=O)n2C)n1C	-3%	-41%[inhibitor]	-2%	-28%	6%	-3%	0%
CCOC(=O)C1=C(N)N(c2ccccc2)C(=O)C1	-6%	11%	-7%	18%	6%	?	1%
Cc1cc(C)c(/C=N/NC(N)=O)c(C)c1/C=N/NC(N)=O	2%	23%[10 µM]	15%	-26%	4%	4%	3%

Gathered by group: the compounds so far with an aryl thioether with sulfur outside any ring.
SMILES	GAA spleen mod	HTT cytoprotect	Lamin A splicing	HTT aggregate	CBFb RUNX1 block	GAA inh	GAA glycogen
COc1cccc(NC(=O)Nc2nnc(-c3ccccc3SCc3ccccc3)s2)c1	-2%	-5%	0%	-4%	-4%	6%	4%
Cc1cc(-c2nnc(SCC(=O)Nc3ccccn3)o2)no1	9%	-8%	16%[46 µM]	-1%	-5%	-2%	5%
COC(=O)CSc1nnc(CNC(=O)c2ccc(S(=O)(=O)N3CCOCC3)cc2)n1C	0%	-15%	-13%[9.22 µM]	-3%	3%	0%	2%
CCCCSc1nnc(-c2ccc(NC(C)=O)cc2)n1C	4%	26%[10 µM]	-10%	-25%	-4%	-7%	-6%
